Screening data from PubChem.
TDP1 block – blocks human tyrosyl-DNA phosphodiesterase 1. AID 485290. 0.28% of 350,000 active. recombinant TDP1, AlphaScreen DNA substrate cleavage. Potency, µM (highest dose often 130 µM), without a hit: at the top dose activity change, negative = inhibition, usual class: inhibitors. Q9NUW8; note: nearly all actives have a fitted effect of over 40% in size
Target sequence (Q9NUW8 whole entry, looked up): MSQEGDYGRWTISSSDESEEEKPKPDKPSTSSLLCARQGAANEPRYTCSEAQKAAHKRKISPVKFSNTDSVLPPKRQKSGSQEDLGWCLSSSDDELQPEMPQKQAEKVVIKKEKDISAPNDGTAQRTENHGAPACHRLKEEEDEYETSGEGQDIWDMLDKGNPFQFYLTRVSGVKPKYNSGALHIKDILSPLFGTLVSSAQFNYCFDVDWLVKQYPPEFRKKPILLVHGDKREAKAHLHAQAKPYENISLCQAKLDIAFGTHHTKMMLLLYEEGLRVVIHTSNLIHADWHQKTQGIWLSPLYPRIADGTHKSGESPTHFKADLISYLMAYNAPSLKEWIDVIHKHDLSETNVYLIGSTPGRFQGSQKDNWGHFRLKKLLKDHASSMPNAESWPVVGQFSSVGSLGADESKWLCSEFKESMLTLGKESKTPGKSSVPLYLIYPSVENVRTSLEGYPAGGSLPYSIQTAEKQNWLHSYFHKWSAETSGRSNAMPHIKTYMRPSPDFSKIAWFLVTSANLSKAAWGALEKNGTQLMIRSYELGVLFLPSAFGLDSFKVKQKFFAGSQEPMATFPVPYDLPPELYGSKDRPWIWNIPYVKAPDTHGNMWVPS
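Compounds were preincubated with Tdp1 (1 nM final) for 15 min at room temperature before substrate (15 nM final) started a 5 min reaction; beads (10 ug/ml final) were then added for 10 min before AlphaScreen detection.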
FEN1 inhibitor – human FEN1 inhibition; AID 588795; P39748; Recombinant FEN1 flap cleavage, fluorescence, 15 min; Potency, µM (doses to about 114 µM), inactives show at the highest dose activity change, negative = inhibition, actives largely listed as inhibitors; 0.35% of 390,000 active; note: nearly all actives have a fitted effect of over 65% in size
Target sequence (P39748 whole entry, looked up): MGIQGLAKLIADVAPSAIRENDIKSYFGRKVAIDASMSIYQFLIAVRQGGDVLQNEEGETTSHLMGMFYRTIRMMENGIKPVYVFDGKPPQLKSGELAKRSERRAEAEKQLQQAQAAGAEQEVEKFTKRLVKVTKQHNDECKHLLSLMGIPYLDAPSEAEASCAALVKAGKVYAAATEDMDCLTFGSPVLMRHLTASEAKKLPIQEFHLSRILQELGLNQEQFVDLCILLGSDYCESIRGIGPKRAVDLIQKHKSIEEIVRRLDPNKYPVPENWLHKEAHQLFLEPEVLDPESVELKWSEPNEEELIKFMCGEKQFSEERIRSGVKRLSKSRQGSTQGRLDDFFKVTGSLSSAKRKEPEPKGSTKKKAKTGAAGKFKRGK
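With each library titrated from low to high concentration, compounds met 10 nM FEN1 for 15 min at room temperature before 50 nM substrate was added; readings at 0 and 15 min fed four-parameter Hill curve fits.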
N370S GC mod – inhibits or activates N370S mutant glucocerebrosidase | N370S GC spleen homogenate, 4MU-glucoside fluorescence | P04062 | Potency, µM (titrated, usually from 59.4 µM), for the others: at the highest dose activity change, negative = inhibition, hits mostly inhibitors | 0.092% of 330,000 active;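 note: 0% = full enzyme activity and -100% = no enzyme basal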
Starred values were filed as active, the others as inactive; ? = inconclusive; nt = not tested or not shown; & = joins results of further samples; [ ] = dose if it differs, or a comment. Calls come from the whole dose curve; as a rule, active = well fitted curve in the direction sought with a large enough effect; inconclusive = small, poorly fitted or top-dose-only effect, or another doubt; inactive = no such curve, though single readings can be large; an effect the other way counts as inactive or inconclusive. Unless noted, % is set by controls: 0 for no effect and ±100 for the full control effect; potency is the fitted concentration of half-maximal effect.

#1 COc1ccc(-n2c(Cc3cc(=O)[nH]c(=O)[nH]3)nnc2SCC(=O)N2CCCC2)cc1
#2 COc1ccc(CNC(=O)C2CCN(S(=O)(=O)N3CCCC3)CC2)cc1
#3 CC(SC#N)C(=O)C12CC3CC(CC(C3)C1)C2 (stereo not drawn)
#4 O=C1CN(c2nc(-c3cccnc3)nc3scc(-c4ccccc4)c23)CCN1
#5 COc1ccc(CCNC(=S)N2CCN(S(=O)(=O)c3ccccc3F)CC2)cc1
#6 Cc1c(C(=O)Nc2ccccc2)sc2nc(-c3cc4ccccc4oc3=O)[nH]c(=O)c12

Compound	1	2	3	4	5	6
TDP1 block	-1.2%	0.1%	2.6%	5.4%	0.3%	0.0%
FEN1 inhibitor	-4.9%	-1.0%	0.4%	3.3%	-1.2%	17.8%
N370S GC mod	-2.6%	-15.4%	-0.1%	-10.0%	-8.7%	nt

#7 COC(=O)CN1C(=O)Nc2ccc(Cl)cc2C1c1ccccc1 (stereo not drawn)
#8 COCCNC(=O)C(c1ccc(O)cc1)N(Cc1ccco1)C(=O)CCC(=O)Nc1nccs1 (stereo not drawn)
#9 Cc1cc(C)c(S(=O)(=O)Nc2cccc(S(=O)(=O)N3CCOCC3)c2)c(C)c1
#10 COc1ccc(NS(=O)(=O)c2ccc(NC(=S)NC(=O)CC(C)C)cc2)cc1
#11 CCc1ccc(-c2nn(-c3ccc(OC)cc3)c3c2cnc2ccc(OC)cc23)cc1
#12 COc1ccccc1C1=NOC(CN2C(=O)c3ccccc3S2(=O)=O)C1 (stereo not drawn)

Compound	7	8	9	10	11	12
TDP1 block	nt	-4.6%	5.1%	7.0%	2.3%	2.8%
FEN1 inhibitor	12.7%	-3.6%	-7.3%	-21.7%	-2.6%	12.3%
N370S GC mod	-13.0%	?	2.6%	-2.4%	nt	-3.1%

#13 O=C(N/N=C/c1ccc(OCc2ccc(F)cc2)cc1)c1ccccc1
#14 CCOc1ccc2nnc(-c3ccc(Br)cc3)n2n1
#15 O=C(NNc1cc(Br)c(O)c(Br)c1)c1ccccc1
#16 Cc1ccc2c(c1)NC(=O)C(CC(=O)Nc1ccc(CN3CCC(C)CC3)cc1)O2 (stereo not drawn)
#17 COc1ccc(-c2cc(C#N)nc(N3CCNCC3)n2)cc1
#18 CCN(CC(=O)NCCN1CCOCC1)S(=O)(=O)c1ccc(F)cc1

Compound	13	14	15	16	17	18
TDP1 block	3.8%	2.2%	5.0%	2.0%	-1.5%	nt
FEN1 inhibitor	-1.2%	4.0%	?	18.2%	7.2%	10.4%
N370S GC mod	6.8%	4.0%	-2.0%	-10.1%	6.9%[12.8 µM]	-11.7%

#19 Cc1nc2cc(NS(=O)(=O)c3ccccc3F)ccc2s1
#20 O=C(OCCN1C(=O)c2cccc3c(N4CCOCC4)ccc(c23)C1=O)c1cc(Cl)cc(Cl)c1
#21 CCN(CC)S(=O)(=O)c1cc(NC(=O)C(C)N(C)CC(=O)Nc2c(C)cccc2C)ccc1C (stereo not drawn)
#22 COc1ccc(N(C(=O)c2ccc(F)cc2)C2=CC3CCC(C2)N3C)cc1 (stereo not drawn)
#23 Cc1ccc2nc(N3CCN(c4cccc(Cl)c4)CC3)c(-n3nc(C)cc3C)nc2c1
#24 Cc1cc2c(Nc3ccc(O)cc3)ncnc2s1

Compound	19	20	21	22	23	24
TDP1 block	nt	0.0%	5.8%	0.0%	-10.0%	6.2%
FEN1 inhibitor	-1.0%	nt	-6.7%	-0.8%	6.0%	-26.4%
N370S GC mod	-5.1%	1.0%	-9.3%	0.4%	nt	?

Filtered by structure, those above with bromine (2)
#14 CCOc1ccc2nnc(-c3ccc(Br)cc3)n2n1
#15 O=C(NNc1cc(Br)c(O)c(Br)c1)c1ccccc1

Compound	14	15
TDP1 block	2.2%	5.0%
FEN1 inhibitor	4.0%	?
N370S GC mod	4.0%	-2.0%

Following part
#25 Cc1ccc(-c2nnc(SCC(=O)CC(=O)Nc3ccccc3)n2-c2ccccc2)cc1
#26 N=c1c(C(=O)NCCN2CCOCC2)cc2c(=O)n3ccccc3nc2n1CCc1ccccc1
#27 COc1ccc(NC(=O)CSc2nnnn2C)cc1
#28 CC(C)(C)C(=O)/C=C(\N)c1ccccn1
#29 CN(C)CCN(Cc1ccco1)C(=O)c1oc2ccccc2c1NC(=O)COc1ccccc1
#30 Cc1nnc(NC(=O)C2=COCCO2)s1

Compound	25	26	27	28	29	30
TDP1 block	4.8%	1.0%	2.8%	2.3%	6.5%	nt
FEN1 inhibitor	3.5%	-3.1%	8.0%	0.2%	2.3%	-9.1%
N370S GC mod	4.6%	5.5%	-0.1%	1.5%	-24.7%	-10.3%

#31 CC(=O)c1cccc(NC(=O)Nc2cc3c(cc2N2CCCC2)n(C)c(=O)n3C)c1
#32 COc1ccc(CN2C(=O)C(Cc3ccccc3)Nc3ncnc(N4CCOCC4)c32)cc1 (stereo not drawn)
#33 CCc1ccc(S(=O)(=O)NCCc2csc(-c3ccccc3)n2)s1
#34 CCCc1nnc(NC(=O)CCC(=O)N2CCC(Cc3ccccc3)CC2)s1
#35 CCOc1ccccc1N1CCN(CC(=O)Nc2nnc(CC)s2)CC1
#36 O=C(CSc1nc2ccccc2o1)Nc1ccccc1

Compound	31	32	33	34	35	36
TDP1 block	10.0%	nt	-9.3%	3.2%	0.0%	1.1%
FEN1 inhibitor	-19.9%	-25.2%	0.9%	21.1%	-2.1%	-8.5%
N370S GC mod	nt	-5.2%	10.5%	-6.9%	5.6%	8.0%

#37 O=C(Cc1cccs1)Nc1nnc(Cc2ccc(F)cc2)s1
#38 CCOc1ccccc1CNC(=O)CCn1ccc2cc(S(=O)(=O)N3CCC(C)CC3)ccc21
#39 Cc1cc(NC(=O)c2ccc(NC(=O)C(C)Oc3ccccc3)cc2)no1 (stereo not drawn)
#40 CC1C2=C(CC(C)(C)CC2=O)NC2=C1C(=O)CC(C)(C)C2
#41 O=C(Nc1c[nH]c(=O)[nH]c1=O)c1cccc([N+](=O)[O-])c1
#42 CC(C)CN(C(=O)COC(=O)c1c(Cl)ccc(Cl)c1Cl)C1CCS(=O)(=O)C1 (stereo not drawn)

Compound	37	38	39	40	41	42
TDP1 block	4.0%	5.6%	-1.1%	3.8%	4.3%	6.3%
FEN1 inhibitor	nt	2.8%	2.1%	12.3%	17.3%	-8.9%
N370S GC mod	7.2%	nt	-7.1%	?	-16.9%	-10.7%

Single entries from the entries so far.
O=C(N/N=C/c1ccc(OCc2ccc(F)cc2)cc1)c1ccccc1 | FEN1 inhibitor: -1.2%
O=C(OCCN1C(=O)c2cccc3c(N4CCOCC4)ccc(c23)C1=O)c1cc(Cl)cc(Cl)c1 | N370S GC mod: 1.0%
O=C(Nc1c[nH]c(=O)[nH]c1=O)c1cccc([N+](=O)[O-])c1 | TDP1 block: 4.3%
CCN(CC(=O)NCCN1CCOCC1)S(=O)(=O)c1ccc(F)cc1 | FEN1 inhibitor: 10.4%

The listing continues:
#43 Cc1ccccc1Nc1ncccc1C(=O)N1CCOCC1
#44 Nc1nc(SCCN2C(=O)c3ccccc3C2=O)n[nH]1
#45 Cc1ccnc(NS(=O)(=O)c2cnc(Cl)c(Br)c2)c1
#46 O=C(C[C@H]1C/C=C\CCCC(=O)OC[C@H]2CCCN2C1=O)NCCO
#47 CCOC(=O)C1CCN(C(=O)c2cc3c(ccc4ccccc43)o2)CC1
#48 O=C(NCC(=O)N(Cc1cccs1)C(C(=O)NC1CCCCC1)c1ccco1)c1ccco1 (stereo not drawn)

Compound	43	44	45	46	47	48
TDP1 block	-1.0%	6.6%	2.6%	-0.2%	1.6%	-1.2%
FEN1 inhibitor	6.2%	-4.4%	-7.8%	-12.6%	-12.6%	-13.4%
N370S GC mod	nt	-16.4%	6.1%	nt	18.5%	-1.8%

#49 CCc1ccc(CNCCNCC(C)O)cc1 (stereo not drawn)
#50 CCOn1c(=O)c(-c2ccc(OC)cc2)[n+]([O-])c2ccccc21
#51 COc1ccc2cc(C(c3nnnn3C(C)(C)C)N3CCSCC3)c(=O)[nH]c2c1 (stereo not drawn)
#52 COc1cccc(SCc2noc(C(=O)NC(C)C)c2C(=O)NC(C)C)c1
#53 O=C(NC(=S)NCc1cccnc1)c1cc(Br)ccc1Cl
#54 COC(=O)CC1Oc2ccc(C)cc2NC1=O (stereo not drawn)

Compound	49	50	51	52	53	54
TDP1 block	1.0%	3.8%	3.9%	-4.9%	1.5%	-1.0%
FEN1 inhibitor	-2.2%	15.9%	4.8%	-17.6%	0.8%	-6.3%
N370S GC mod	-20.4%	-0.5%	-4.8%	-18.5%	-23.3%	4.7%

#55 CCCCNC(=O)c1ccc(CNc2c(N3CCC(C(=O)OCC)CC3)c(=O)c2=O)cc1
#56 CCN(CC)S(=O)(=O)c1cccc(C(=O)N/N=C/c2ccc(O)c(O)c2O)c1
#57 O=C(O)c1cccc(-n2sc3ccccc3c2=O)c1
#58 COCCNC(=O)Cn1c(=O)n(C)c2ccccc21
#59 O=C(C[N+]12CC[N+](CC(=O)c3ccc(F)cc3)(CC1)CC2)c1ccc(F)cc1
#60 CSc1nc2nc3c(c(=O)n2[nH]1)CCC3

Compound	55	56	57	58	59	60
TDP1 block	5.2%	5.9%	-0.2%	5.6%	nt	0.0%
FEN1 inhibitor	-2.2%&-4.4%	?	20µM*	0.1%	-2.5%	-4.6%
N370S GC mod	-4.0%	-12.9%	nt	5.9%	-0.4%	5.8%

#61 COc1ccc(-n2c3c(cc(C(=O)N4CCCCC4)c2=O)C(=O)CC(C)(C)C3)cc1
#62 COC(=O)[C@@]1(Cc2ccc(F)cc2)[C@H]2c3cc(C(=O)N4CCCC4)n(CC4CC4)c3C[C@H]2CN1C(=O)c1ccccc1
#63 COc1ccc(-c2nc(CS(=O)CC(=O)NC(C)CCc3ccccc3)c(C)o2)cc1OC (stereo not drawn)
#64 Cc1cccc(Cn2c(=O)n(CCC(=O)NCCc3ccc(Cl)cc3)c(=O)c3sccc32)c1
#65 O=C(CCSCc1ccc(Cl)cc1)NCCC1=CCCCC1
#66 COc1ccc(C)cc1NC(=O)c1ccc(OCc2c(C)noc2C)cc1

Compound	61	62	63	64	65	66
TDP1 block	-3.1%	20.7%	3.1%	-1.8%	1.4%	0.0%
FEN1 inhibitor	-0.6%	nt	-1.8%	17.1%	-1.5%	2.0%
N370S GC mod	3.5%	-0.8%	0.7%	nt	-1.0%	nt

#67 COCCCNC(=O)/C=C/c1ccc(OCc2c(F)cccc2Cl)cc1
#68 C/C(N)=C(/C#N)C(=O)CSc1nc2ccccc2c(=O)n1CCCOC(C)C
#69 CCCC[C@@H]1C[C@H]1C(NC(=O)c1cccs1)c1ccc(Cl)cc1 (stereo partly drawn)
#70 Cn1[nH]c(=O)c2ccccc2c1=O
#71 Cc1cc(C)nc(NC(=O)c2cc([N+](=O)[O-])cc([N+](=O)[O-])c2)n1
#72 CC(=O)Nc1ccc(NC(=O)C(NC(=O)C2CCC(C)CC2)C(C)C)cc1 (stereo not drawn)

Compound	67	68	69	70	71	72
TDP1 block	-0.6%	0.0%	-2.7%	10.0%	-2.6%	2.9%
FEN1 inhibitor	-5.5%	7.6%	nt	-3.0%	1.8%	22.0%
N370S GC mod	-3.9%	11.3%	16.6%	-18.3%	-7.1%	nt

#73 Cn1c(=O)c2c(ncn2Cc2cc(-c3ccccc3)no2)n(C)c1=O
#74 CC(OC(=O)c1ccc(NC(=O)CC#N)cc1)C(=O)NC(=O)NC1CCCCC1 (stereo not drawn)
#75 Cc1ccc(-n2ncc3c(N4CCC(Cc5ccccc5)CC4)ncnc32)cc1
#76 N#C/C=C(/N)N1CCN(c2ccc(Cl)c(Cl)c2)CC1
#77 COc1cc(/C=C/C(=O)OCC(=O)c2ccc[nH]2)cc(OC)c1OC
#78 Cn1c(CC(=O)NNC(=O)c2ccc(F)cc2Cl)nc2ccccc21
#79 COc1ccc(C2=NN(C(N)=S)C(c3ccccc3)C2)cc1 (stereo not drawn)
#80 Cc1cc(C)cc(C(=O)NCC(=O)N2CCC(C(N)=O)CC2)c1
#81 OC1CCCCC1Sc1nc2ccccc2s1 (stereo not drawn)

Compound	73	74	75	76	77	78	79	80	81
TDP1 block	6.5%	3.1%[56.1 µM]	7.8%	2.8%	?	-0.4%	5.4%	0.1%	4.4%
FEN1 inhibitor	-15.5%	-16.8%	-2.0%	8.3%	2.3%	1.2%	6.8%	18.3%	1.4%
N370S GC mod	3.1%	-8.5%	nt	-2.2%	nt	nt	9.6%	nt	13.2%
